From PubChem BioAssay
mouse EphA4 binding: inhibitors of EphA4 binding to KYL peptide, primary screen, biochemical, colorimetric, mouse EphA4 (AID 689) | Ephrin type-A receptor 4 (Mus musculus) | EphA4-AP binding to KYL peptide, pNPP A405; higher % means a stronger effect | one-dose inhibition, % at 10 µM; IC50 in µM for titrated hits | 0.1% of 62,000 active; in the data active = a potency from the dose series; inactive = the rest, 99 in 100 with inhibition below about 22%
* = called active by the depositor; & = joins results of further samples.

SMILES	mouse EphA4 binding
CC1CCC(NC(=O)Cn2c(=O)[nH]c3ccsc3c2=O)CC1 (configuration not stated)	-17.7%
CCOc1ccc(-c2cc(N)n(S(=O)(=O)c3ccc(OC)c(OC)c3)n2)cc1	-7.5%
CC(C)CCn1c(Sc2nc3ccccc3s2)nc2c1c(=O)[nH]c(=O)n2C	3.1%
Cn1sc(NC(=O)c2ccccc2)nc1=O	-8.5%
O=C(Nc1ccc(I)cc1)C1CC(=O)N(c2ccc(F)cc2)C1 (configuration not stated)	-2.8%
Cc1cc(N2CCN(C3CCCC3)CC2)n2ncc(-c3ccccc3)c2n1	-11.4%
COc1ccc(NC(=O)c2ccccc2NC(=O)c2ccco2)c(OC)c1	-9.5%
COC(=O)C1C(=O)NCC1c1ccccc1 (configuration not stated)	-3.7%
CC(NC(=O)C12CC3CC(CC(C3)C1)C2)C(=O)Nc1ccc(S(=O)(=O)Nc2nccs2)cc1 (configuration not stated)	4.8%
O=C(O)CCC(=O)N1N=C(c2ccc(Br)cc2)CC1c1cccc([N+](=O)[O-])c1 (configuration not stated)	1.3%
C(=NN1CCN(Cc2ccccc2)CC1)c1ccccc1	-2.7%
Cc1[nH]n(-c2ccccc2)c(=O)c1C(=O)c1ccccc1F	-2.4%
CC(O)c1ccc2c(c1)OCCOCCN(C)CCOCCO2 (configuration not stated)	-14.9%
CCCC(=O)Nc1ccc(C)cc1[N+](=O)[O-]	-5.8%
O=C1N(Cc2ccc3c(c2)OCO3)c2ccccc2C1(O)c1c[nH]c2ccccc12 (configuration not stated)	-4.2%
Cc1ccc(C(=O)N/C(=C\c2cccs2)C(=O)N2CCCCCC2)cc1	0.7%
C/C(N)=C(/C#N)C(=O)CSc1ccc2c(c1)OCCO2	-9.0%
CCS(=O)(=O)N1Cc2ccccc2CC1C(=O)Nc1nc2ccccc2[nH]1 (configuration not stated)	-6.6%
CC(=O)Nc1ccccc1C(=O)N1CCC(Cc2ccccc2)CC1	0.6%
Cn1c(C(=O)OC(C(=O)NC2CCCC2)c2ccncc2)cc2sccc21 (configuration not stated)	-0.1%
O=C(CSc1ccsc1[N+](=O)[O-])NCCc1ccc(Cl)cc1	0.9%
Cc1cccc(Sc2c([N+](=O)[O-])ncn2C)n1	1.7%
CN(C)Cc1nc2ccccc2c(=O)n1Cc1nc(C(C)(C)C)cs1	-13.0%
Cc1ccc(-c2[nH]ncc2/C=C(\C#N)C(=O)NC2CCCCC2)cc1	1.0%
Cc1ccc(OCc2nc(-c3ccccn3)no2)c(Br)c1	9.7%&-5.9%
C=CCN1C(=NC(=O)CCC(=O)O)SC2CS(=O)(=O)CC21 (configuration not stated)	-11.9%
O=C(NCCCN1CCOCC1)C(C(=O)c1ccccc1)n1ccccc1=O (configuration not stated)	5.4%
CN1CCN(c2ccccc2NC(=O)Cc2cn(C)c3ccccc23)CC1	-3.8%
COC(=O)C(C)N(C(=O)c1cccc(Cl)c1)c1c(C)cccc1C (configuration not stated)	-1.0%&-13.2%
Fc1ccccc1N1CCN(C(c2ccccn2)c2nnnn2C2CCCCC2)CC1 (configuration not stated)	-10.6%
COc1ccc(C2C(C(C)=O)=C(C)N=c3s/c(=C\c4ccco4)c(=O)n32)c(OC)c1 (configuration not stated)	27.7%
O=C(CCNS(=O)(=O)c1cccc2nsnc12)N1CCN(c2ccccn2)CC1	0.5%
Oc1ccc(Nc2nc(NCC3CCCO3)c3ccccc3n2)cc1 (configuration not stated)	-19.4%
CCCn1c(=O)[nH]c(=O)c2c1nc(-c1ccc3c(c1)OCCO3)n2CCN1CCOCC1	-21.8%
Cc1cc(C(=O)N2CCc3ccccc32)c2ccccc2n1	4.0%
CCCC(=O)NC(c1cccc([N+](=O)[O-])c1)c1ccc2cccnc2c1O (configuration not stated)	16.1%
Cc1ccccc1Nc1nc(N)nc(COC(=O)CCS(=O)(=O)c2ccccc2)n1	-3.8%
O=C(NCc1ccco1)C1CCCN(S(=O)(=O)c2cnc[nH]2)C1 (configuration not stated)	6.4%
O=C(CSc1ccccc1)NCCCN1CCOCC1	-2.5%
Cc1ccc(NC(=O)CSC(N)=O)cc1Cl	1.9%
c1cc2c(cc1CN1CCOCC1)OCO2	-11.8%
CCn1cc(S(=O)(=O)CC(=O)Nc2cc(C)on2)c2ccccc21	-17.1%
O=C(NN1C(=O)C2C3C=CC(C4CC34)C2C1=O)c1ccc(Cl)cc1Cl (configuration not stated)	-1.4%
COc1ccc(C2N(c3ccccn3)C(=O)C3CCCN32)c(OC)c1 (configuration not stated)	-18.3%
CC(C)OCCCNc1ncnc2c1[nH]c1ccc(F)cc12	-8.8%

Entries listed so far that contain a Cl atom, in the order listed:
SMILES	mouse EphA4 binding
O=C(CSc1ccsc1[N+](=O)[O-])NCCc1ccc(Cl)cc1	0.9%
COC(=O)C(C)N(C(=O)c1cccc(Cl)c1)c1c(C)cccc1C (configuration not stated)	-1.0%&-13.2%
Cc1ccc(NC(=O)CSC(N)=O)cc1Cl	1.9%
O=C(NN1C(=O)C2C3C=CC(C4CC34)C2C1=O)c1ccc(Cl)cc1Cl (configuration not stated)	-1.4%

(more compounds)
SMILES	mouse EphA4 binding
Cc1nc(C)c(C(=O)Nc2ccccc2-c2ccccc2)o1	8.2%
COc1cccc(-n2c(Cc3cc(=O)[nH]c(=O)[nH]3)nnc2SCC(=O)NC2CCCCC2)c1	-6.5%
CCCCC(=O)Nc1ccnc(-c2cccnc2)n1	-8.7%
Cc1ccc(NC(=O)c2ccc(CSc3nnc(-c4ccncc4)n3C)cc2)cc1	-8.6%
O=C1c2ccc(Oc3ccc([N+](=O)[O-])cc3)cc2C(=O)N1CC1CCCO1 (configuration not stated)	16.2%
O=C(Cc1ccccc1)NC(NCCc1ccccc1)C(Cl)(Cl)Cl (configuration not stated)	-11.4%
COc1cccc(C(=O)CN2C(=O)C(C)(C)Oc3ccc(C(=O)N4CCCCCC4)cc32)c1	7.9%
Cc1ccc(Oc2coc3cc(OC(=O)c4cccs4)ccc3c2=O)cc1	-6.6%
CC(C)(C)NC(=O)c1nn2c(C(F)(F)F)cc(-c3ccccc3)nc2c1Br	-13.5%
CCC(=O)N1c2ccc(S(=O)(=O)N(CCO)Cc3ccccc3)cc2CC1C (configuration not stated)	-9.0%
Cc1cc(OCC(=O)N2CCN(c3ccc([N+](=O)[O-])cc3)CC2)ccc1Cl	-12.7%
O=C(CSCc1ccccc1Cl)NNC(=S)Nc1ccccc1	-12.3%
CC1(C)C(=O)Nc2ccccc2N1C(=O)COc1ccc(S(=O)(=O)N2CCOCC2)cc1Cl	4.5%
CCOc1ccc(OCC)c(NC(=O)CCn2c(=O)oc3ccccc32)c1	-5.9%
CCCCNC(=O)Nc1nnc(-c2ccc(Cl)cc2)o1	2.8%
Cc1cc(N2CCOCC2)nc2ccc(NC(=O)CCC(=O)N3CCCC(C)C3)cc12 (configuration not stated)	-0.2%
COc1ccc(-c2nc(=S)[nH][nH]2)cc1	-11.8%
COC(=O)C(CCCCN1C(=O)C2C3C=CC(C3)C2C1=O)N1C(=O)C2C3C=CC(C3)C2C1=O (configuration not stated)	-9.9%
CC(C)OC(=O)C1=C2SCC(=O)N2C(N)=C(C#N)C1	-10.5%
CCOc1ccc(NC(=O)C(C)Oc2ccccc2C(=O)Nc2ccc(C)c(Cl)c2)cc1 (configuration not stated)	4.1%
O=C(CSc1nnc(-c2ccc(OC(F)F)cc2)o1)N1CCOCC1	-13.4%
CN(C(=O)c1ccc(-c2nn(C)c(=O)c3ccccc23)cc1)c1ccccc1	-19.1%
O=C(NC(Cc1c[nH]c2ccccc12)c1nnc2n1CCCCC2)c1ccc(Cl)cc1 (configuration not stated)	-16.0%
CCOc1ccc(-c2cc3nc(C4CCN(C(=O)OC(C)(C)C)CC4)c(C(=O)O)cn3n2)cc1	12.3%
N#Cc1ccc(CSc2nnc(Nc3ccccc3)s2)cc1	-3.1%
Cc1ccc(/C(O)=C2\C(=O)C(=O)N(c3nncs3)C2c2cccc(Br)c2)cc1 (configuration not stated)	-11.2%
CC1CCc2sc3nc(NCc4ccco4)n4ncnc4c3c2C1 (configuration not stated)	-2.6%
O=c1oc2c3c4c(cc2c2c1CCC2)OCCN4CCC3	-18.3%
CCCC(=NCc1ccccc1)C1=C(O)C(C(=O)OC)C(C)(C)CC1=O (configuration not stated)	1.7%
CN(C)c1nc2n(c(=O)n1)CCS2	-5.1%

A portion from the list above, for reference:
SMILES	mouse EphA4 binding
Cc1cc(N2CCOCC2)nc2ccc(NC(=O)CCC(=O)N3CCCC(C)C3)cc12 (configuration not stated)	-0.2%
COc1ccc(-c2nc(=S)[nH][nH]2)cc1	-11.8%
COC(=O)C(CCCCN1C(=O)C2C3C=CC(C3)C2C1=O)N1C(=O)C2C3C=CC(C3)C2C1=O (configuration not stated)	-9.9%
CC(C)OC(=O)C1=C2SCC(=O)N2C(N)=C(C#N)C1	-10.5%
CCOc1ccc(NC(=O)C(C)Oc2ccccc2C(=O)Nc2ccc(C)c(Cl)c2)cc1 (configuration not stated)	4.1%
O=C(CSc1nnc(-c2ccc(OC(F)F)cc2)o1)N1CCOCC1	-13.4%
CN(C(=O)c1ccc(-c2nn(C)c(=O)c3ccccc23)cc1)c1ccccc1	-19.1%

Other structures:
SMILES	mouse EphA4 binding
CCOC(=S)N/C(=N/S(C)(=O)=O)c1ccccc1	-11.3%
COc1ccc(CC(=O)Nc2ccc(-c3noc(-c4ccccc4OC)n3)cc2)cc1	9.3%
CC(C)CC(=O)Nc1ccc(I)cc1C(=O)O	-3.5%
CC(C)=C1C2C=CC1C1C(=O)N(c3ccc(C)c(C)c3)C(=O)C21 (configuration not stated)	-12.9%
Cc1ccc(C)c(C2=CSC3=NCCN23)c1	4.6%
CCOC(=O)c1sc(NC(=O)c2ccco2)nc1C	-24.8%
Cc1ccc(C(=O)c2sc3nsc(C)c3c2N)cc1	1.1%
Cc1cccnc1Nc1nc(-c2ccc(O)cc2O)cs1	3.8%
Cc1ccc(S(=O)(=O)O/N=C2/CCCc3occc32)cc1	-23.2%
O=C(O)C1CCCCC1C(=O)NCCCN1CCOCC1 (configuration not stated)	-7.0%
Nn1c(SCc2nc3ccccn3c2Br)nnc1-c1cccnc1	-1.5%
Cc1[nH]c2c(Cl)cccc2c(=O)c1CN1CCCC1	1.5%
COc1ccc(NS(=O)(=O)c2cccs2)c(OC)c1	-1.8%
O=c1c2ccsc2ncn1Cc1ccc(Cl)cc1	-8.9%
O=C(CCc1nc(-c2ccccc2)no1)N1CCCC1	0.8%

The closing 3 records of the section before come first, to join the parts:
SMILES	mouse EphA4 binding
COc1ccc(NS(=O)(=O)c2cccs2)c(OC)c1	-1.8%
O=c1c2ccsc2ncn1Cc1ccc(Cl)cc1	-8.9%
O=C(CCc1nc(-c2ccccc2)no1)N1CCCC1	0.8%
CCn1[nH]c(=O)c(=Nc2c(C)n(C)n(-c3ccccc3)c2=O)cc1-c1ccc(Cl)cc1	-5.1%
NC(=O)C1CCN(C(=O)c2ccc(NC3=NC4CS(=O)(=O)CC4S3)cc2)CC1 (configuration not stated)	-27.8%
CCC1=NN2C(=N)/C(=C/c3cn(Cc4ccc(F)cc4)c4ccccc34)C(=O)N=C2S1	16.1%
Cc1nn2cc(-c3ccc(-c4ccccc4)cc3)nc2s1	3.2%
Cc1noc(C)c1CSc1nnc2sc3ccccc3n12	-0.9%
O=C(Nc1nnc(C2CC2)s1)c1ccncc1	-21.0%
CNc1c([N+](=O)[O-])cnn1-c1ccc(C)cc1	-0.9%
CCOC(=O)C1CCCN(C2CC(=O)N(c3cccc(C)c3)C2=O)C1 (configuration not stated)	-41.7%
CCOc1cccc(NC(=O)CSc2nc(C)c3c(c2C#N)CCCC3)c1	-2.0%
CCOC(=O)COc1c(OC)cc(Cl)cc1C1Nc2ccccc2C(=O)N1c1cccc(C)c1 (configuration not stated)	-11.9%
Cc1cc(C)cc(-n2nnnc2SCC(=O)Nc2nc(-c3ccc(Cl)cc3)cs2)c1	-6.1%
COc1ccc(CNC(=O)CSc2nnnn2-c2ccccc2)cc1	-3.9%
COCCN(CCOC)c1ncc(Cl)c(C(=O)c2c(C)cc3ccccn23)n1	-14.4%
CC(=O)Oc1ccc2nc(-c3cccs3)oc(=O)c2c1	-4.9%
COc1ccc(OC)c(C2/C(=C(\O)c3ccccc3)C(=O)C(=O)N2Cc2cccnc2)c1 (configuration not stated)	-18.9%
O=C(O)CCN1C(=O)NC2(CCCC2)C1=O	-5.5%
Cc1[nH]c(-c2ccc3c(c2)OCO3)nc1C(=O)O	7.0%
COc1ccc(NC2=CC(=O)CC(C)(C)C2)cc1OC	4.0%
COc1ccc(OC)c(-c2cc(C(=O)Nc3sc4c(c3C#N)CCC(C)C4)c3ccccc3n2)c1 (configuration not stated)	-1.7%
COc1ccc(S(=O)(=O)NCc2ccc(C(=O)N3CCN(c4ccccn4)CC3)cc2)cc1	-4.5%
Cn1nc(C(F)(F)F)c(/C=N/OC(=O)c2ccccc2)c1SCc1ccccc1Cl	6.0%
O=C(CCN1c2ccccc2Sc2ccccc21)OCC(=O)N1CCN(C(=O)c2ccco2)CC1	-7.4%
c1ccc2sc(SCc3ccc(-c4nnco4)cc3)nc2c1	1.8%
COC(=O)/C=C1/S/C(=N/NC(=O)c2ccccc2)NC1=O	11.2%
CCOc1ccc(NC(=O)NCC2CCN(c3ccc(OC)cc3)C2)cc1 (configuration not stated)	-8.5%
CC(C)CNC(=O)CCCc1c[nH]c2ccccc12	-15.6%
O=C1Nc2ccccc2C1(O)C/C(=N/O)c1ccc(Cl)cc1 (configuration not stated)	-0.2%
CCOC(=O)c1nnn(-c2nonc2N)c1CSc1ccccn1	5.2%
COc1ccc(NC(=S)N2CCC(C(=O)N3CCCCCC3)CC2)cc1	2.5%

Not all compounds are listed (hit frequency here may not be typical).
